# Assay outcomes from PubChem.
# RXFP1 antag – blocks the human relaxin receptor RXFP1; Q9HBX9; HEK293-RXFP1, relaxin-stimulated cAMP HTRF, 30 min; hits give low values; activity change, negative = inhibition, % at 57.5 µM; 350,000 compounds, 0.59% hits; AID 1259400;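 active = activity change of -60% or lower, but not beyond a set lower limit; inconclusive = change between -60% and -40%, or beyond the set limit; inactive = change above -40%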; note: % is set by controls: 0 for no effect and ±100 for the full control effect
# Target sequence (Q9HBX9 whole entry, looked up): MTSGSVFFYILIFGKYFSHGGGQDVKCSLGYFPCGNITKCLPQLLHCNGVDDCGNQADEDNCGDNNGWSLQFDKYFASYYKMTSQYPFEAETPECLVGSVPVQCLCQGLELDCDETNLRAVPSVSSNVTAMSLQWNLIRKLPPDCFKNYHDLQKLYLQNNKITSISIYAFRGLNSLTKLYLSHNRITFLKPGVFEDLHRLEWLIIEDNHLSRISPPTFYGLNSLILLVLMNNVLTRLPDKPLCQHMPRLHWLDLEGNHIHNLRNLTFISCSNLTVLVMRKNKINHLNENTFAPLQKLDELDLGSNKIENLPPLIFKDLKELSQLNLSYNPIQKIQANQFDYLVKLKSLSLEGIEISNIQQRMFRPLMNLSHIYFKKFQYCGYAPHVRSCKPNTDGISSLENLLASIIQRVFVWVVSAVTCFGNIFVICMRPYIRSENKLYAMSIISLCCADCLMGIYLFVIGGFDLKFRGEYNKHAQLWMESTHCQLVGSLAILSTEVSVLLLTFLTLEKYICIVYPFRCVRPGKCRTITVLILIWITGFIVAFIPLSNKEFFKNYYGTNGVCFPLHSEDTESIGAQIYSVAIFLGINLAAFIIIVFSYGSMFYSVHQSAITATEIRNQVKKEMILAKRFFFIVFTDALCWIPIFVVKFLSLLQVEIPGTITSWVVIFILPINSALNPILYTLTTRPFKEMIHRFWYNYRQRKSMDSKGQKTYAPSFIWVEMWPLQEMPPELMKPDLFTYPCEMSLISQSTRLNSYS
# D2 antag – D2 dopamine receptor (human) antagonism. 340,000 compounds, 2% hits. P14416. HEK293 TREx D2 cells, calcium flux, dopamine EC80. AID 485344. inhibition, % at 10 µM; in the data active = inhibition above about 30%; note: 0% is about no effect
#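 Cells plated overnight at 30 C with tetracycline; no-wash calcium dye, 30–90 min RT; 10 s baseline; compound pinned; 180 s read; EC80 dopamine added; another 180 s read.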
# D1 ag – agonists of human D1 dopamine receptor; P21728; HEK293 T-REx D1 cells, calcium flux, agonist mode; activation, % at 2 µM; 360,000 compounds, 1% hits; AID 504660; note: 0% is about no effect
#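 Agonism was scored from calcium flux recorded over 180 s (1 read/s) after pintool compound addition, following a 10-cycle baseline. Cells were inducible force-coupled HEK293 TREx D1, plated overnight at 30 C and loaded with no-wash calcium dye.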
# D1 potentiator – potentiators of human D1 dopamine receptor | HEK293 TREx D1 cells, calcium flux, dopamine EC20 potentiation | 360,000 compounds, 0.036% hits | AID 504651 | potentiation, % at 10 µM; in the data active = potentiation above about 30%; note: 0% is about no effect
# D2 PAM – D2 dopamine receptor (human) potentiation. P14416. HEK293 T-REx D2, calcium flux, EC20 dopamine potentiation. potentiation, % at 10 µM. 340,000 compounds, 0.34% hits. AID 485347;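 active = potentiation over 3 SD above the plate norm, cut at about 30% in these data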; note: 0% is about no effect
#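 Tetracycline-induced HEK293 T-REx cells force-coupled to calcium signalling expressed D2; compounds were pin-added after a 10 s baseline, read kinetically 180 s, then an EC20 dopamine challenge followed with a further 180 s calcium read.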
# TRHR ag – TRH receptor (human) agonism; P34981; 360,000 compounds, 0.18% hits; AID 493084; TRHR cells, calcium flux fluo-8, FDSS agonist mode; activation, % at 2 µM; note: 0% is about no effect
#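 In this calcium-flux screen, cells bearing human TRHR are dye-loaded with fluo-8, baselined for 10 cycles, then exposed to library compounds; positive kinetic calcium responses during the agonist phase mark hits, with TRH as control.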
# TRHR PAM – allosterically enhances the human TRH receptor | P34981 | TRHR cells, fluo-8 calcium fluorescence, EC20 TRH enhancement | enhancement, % at 2 µM | 360,000 compounds, 0.66% hits | AID 493056; in the data active = enhancement above about 30%; note: 0% is about no effect
#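 Enhancer read-out: after compound pinning and an initial kinetic agonist-mode read, an EC20 of TRH (10 nM final) was injected and fluo-8 calcium signal (Ex 480/Em 530) followed at 1 s/cycle for 100 cycles in TRHR-expressing cells.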
# D2 ag – D2 dopamine receptor (human) agonism. P14416. HEK293 T-REx D2 cells, calcium flux agonist mode. activation, % at 2 µM. 340,000 compounds, 0.53% hits. AID 485358;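 active = activation over 3 SD above normal in the single-dose calcium agonist read, cut at about 30% in these data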; note: 0% is about no effect
#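 Tetracycline-induced HEK293 T-REx cells with force-coupled D2 receptor, plated overnight at 30 C, loaded with no-wash calcium dye. After a 10 s baseline, compound was pin-added and calcium flux read kinetically for 180 s; calcium rises flagged agonists.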
# D1 antagonist – antagonists of human D1 dopamine receptor; HEK293 TREx D1 cells, calcium flux, dopamine EC80; hits give low values; activity change, negative = inhibition, % at 10 µM; 360,000 compounds, 3.2% hits; AID 504652; in the data active = activity change below about -30%; note: % is set by controls: 0 for no effect and ±100 for the full control effect
#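 HEK293 T-REx cells expressing inducible, force-coupled D1 receptor; no-wash Ca dye, 30–90 min RT. Cmpd → 180 s read at 1 Hz → EC80 DA → 180 s read.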
# The depositor's hits bear a star; ? = inconclusive; · = no result given. Cut-off read from the data, not from the text of the source, unless noted: active = activation above about 30%; inactive = the rest.
# Start of the data: the first 3 records, to show the layout:
# Short forms – A = RXFP1 antag; B = D2 antag; C = D1 ag; D = D1 potentiator; E = D2 PAM; F = TRHR ag; G = TRHR PAM; H = D2 ag; I = D1 antagonist
structure: Cc1cc2c(cc1S(=O)(=O)NCc1ccc(F)cc1)OCC(=O)N2
  A: 15.7; B: ·; C: -0.3; D: -2.2; E: 6.1; F: -0.2; G: 8.2; H: 1.2; I: 2.0

structure: CCOc1ccc(C(=O)Nc2ccc(-c3cc4ccccc4oc3=O)c(C)c2)cc1[N+](=O)[O-]
  A: 10.1; B: 2.2; C: 4.7; D: -5.5; E: 3.9; F: 0.1; G: 5.4; H: -0.3; I: -21.9

structure: O=C(CCC(=O)Nc1ccccc1)NNC(=O)C(c1ccccc1)c1ccccc1
  A: 19.5; B: 20.2; C: -0.3; D: -6.8; E: -9.6; F: -0.3; G: 1.1; H: -0.4; I: -10.8

# The list itself (from the top)
# Short forms – A = RXFP1 antag; B = D2 antag; C = D1 ag; D = D1 potentiator; E = D2 PAM; F = TRHR ag; G = TRHR PAM; H = D2 ag; I = D1 antagonist
structure: Cc1cc2c(cc1S(=O)(=O)NCc1ccc(F)cc1)OCC(=O)N2
  A: 15.7; B: ·; C: -0.3; D: -2.2; E: 6.1; F: -0.2; G: 8.2; H: 1.2; I: 2.0

structure: CCOc1ccc(C(=O)Nc2ccc(-c3cc4ccccc4oc3=O)c(C)c2)cc1[N+](=O)[O-]
  A: 10.1; B: 2.2; C: 4.7; D: -5.5; E: 3.9; F: 0.1; G: 5.4; H: -0.3; I: -21.9

structure: O=C(CCC(=O)Nc1ccccc1)NNC(=O)C(c1ccccc1)c1ccccc1
  A: 19.5; B: 20.2; C: -0.3; D: -6.8; E: -9.6; F: -0.3; G: 1.1; H: -0.4; I: -10.8

structure: CC(=O)Nc1ccc(NC(=O)CCCNC(=O)c2ccc(Cl)cc2)cc1
  A: -14.6; B: -15.1; C: -0.1; D: 8.4; E: 12.6; F: 0.4; G: -14.7; H: 0.0; I: 0.7

structure: Cc1cc(-c2nnc(CCC(=O)NCc3cccc(C(F)(F)F)c3)o2)no1
  A: 17.0; B: -12.0; C: 1.9; D: 2.1; E: -3.1; F: -2.1; G: -0.3; H: -0.3; I: -2.9

structure: Cc1c(Cl)cccc1Nc1nc(N)nc(CN2CCc3ccccc3C2)n1
  A: 12.6; B: -14.3; C: 2.6; D: -7.2; E: 14.0; F: 0.0; G: 13.0; H: 0.3; I: -5.8

structure: CCn1c2ccccc2c2cc(/C=N/n3cn[nH]c3=S)ccc21
  A: -18.7; B: -21.6; C: 0.3; D: -4.5; E: -5.2; F: -1.2; G: -0.7; H: 1.1; I: 0.1

structure: CS(=O)(=O)N(CC(=O)Nc1cccc(F)c1)c1cccc([N+](=O)[O-])c1
  A: -10.9; B: -7.1; C: 2.0; D: -7.9; E: -2.9; F: 0.5; G: 8.7; H: 0.4; I: -1.4

structure: COc1ccc(NC(=O)Cn2nnc(-c3ccccc3NC(=O)C3CC3)n2)cc1
  A: -1.2; B: 1.3; C: 2.2; D: -0.8; E: 10.6; F: -0.1; G: 3.6; H: -0.8; I: -8.3

structure: CN=C(N)NCCC[C@H](N)C(=O)O
  A: ·; B: 13.4; C: 0.2; D: -1.4; E: 3.3; F: -1.1; G: 10.7; H: 1.2; I: -9.6

structure: c1ccc(CSc2nnc3ccc(-c4ccncc4)nn23)cc1
  A: 14.1; B: -21.4; C: 0.1; D: -3.9; E: 0.7; F: 0.6; G: 0.4; H: 1.1; I: 3.8

structure: COC(=O)CSc1nnc(-c2ccc(S(=O)(=O)N3CCC(C)CC3)cc2)o1
  A: 1.2; B: -12.0; C: -0.5; D: -0.1; E: 3.2; F: -0.2; G: 2.3; H: 0.0; I: 5.7

structure: CN(C)CCOc1ccc(Cl)cc1C(C)(C)C
  A: -25.5; B: ·; C: 5.2; D: -3.0; E: ·; F: 0.7; G: -4.9; H: ·; I: -16.7

structure: COc1cccc(C2c3[nH]c4ccccc4c3CCN2C(=O)c2ccccc2F)c1OC (configuration not stated)
  A: 0.9; B: -5.4; C: 2.6; D: 5.7; E: 8.1; F: 0.9; G: 0.1; H: 0.1; I: 9.0

structure: CCCOc1ccc(OCCCCNC(C)CC)cc1 (configuration not stated)
  A: 2.5; B: -1.1; C: 2.9; D: 6.8; E: 3.1; F: 0.3; G: -0.1; H: -0.4; I: -54.2*

structure: CC(=O)OCC1=C(C(=O)O)N2C(=O)[C@@H](NC(=O)Cc3cccs3)[C@H]2SC1
  A: 4.7; B: 3.0; C: 1.3; D: 0.5; E: -6.6; F: -0.2; G: 5.8; H: -0.4; I: 17.5

structure: O=S(=O)(Nc1nccs1)c1ccc(NCc2cc(Br)cc(Br)c2O)cc1
  A: 0.4; B: 23.0; C: 6.9; D: 2.2; E: 4.9; F: 0.3; G: -2.5; H: -0.5; I: 14.5

structure: Cc1cc(N)n(-c2ccc(C(=O)O)cc2)n1
  A: 3.5; B: -4.0; C: 3.9; D: 2.2; E: 2.5; F: 0.4; G: 4.2; H: -0.8; I: -1.8

structure: CC1=NNC(=O)/C1=C\c1cn(-c2ccccc2)nc1-c1ccc(Cl)cc1
  A: ?; B: 3.5; C: 2.0; D: -13.9; E: -1.7; F: 2.7; G: -15.3; H: 0.8; I: -22.4

structure: CC1CCN(C(=O)Cn2c(=O)n(CC3CCC(C(=O)NC(C)C)CC3)c(=O)c3sccc32)CC1 (configuration not stated)
  A: -3.7; B: ·; C: 2.5; D: -6.0; E: 6.0; F: 0.1; G: 0.7; H: 0.6; I: 6.7

structure: Cc1ccc(C(=O)N2CC(=O)NC(=O)C2)cc1
  A: -19.5; B: -5.1; C: 4.6; D: -2.1; E: -3.5; F: 0.3; G: 2.5; H: 1.0; I: 9.3

structure: Cc1ccc(CCNC(=O)C2CC(c3cc(C(F)(F)F)cc(C(F)(F)F)c3)=NO2)cc1 (configuration not stated)
  A: ·; B: 5.4; C: 13.6; D: 5.0; E: 0.1; F: 1.4; G: 2.1; H: 0.7; I: 14.3

structure: O=C(NC(Cc1c[nH]c2ccccc12)C(=O)O)/C(=C/c1ccco1)NC(=O)c1ccccc1 (configuration not stated)
  A: 4.9; B: ·; C: 1.5; D: -7.7; E: ·; F: 0.4; G: 0.1; H: ·; I: 12.8

structure: CC(=O)N1N=C(c2ccco2)CC1c1ccc(Br)cc1 (configuration not stated)
  A: 4.0; B: 0.2; C: -0.1; D: -6.7; E: -0.3; F: -0.4; G: -0.8; H: -0.5; I: -5.4

structure: Cc1ccccc1OCC(=O)OCc1cc(=O)n2nc(C3CCCCC3)sc2n1
  A: ·; B: ·; C: 8.5; D: -7.2; E: -2.7; F: -0.2; G: 8.1; H: 0.6; I: 7.0

structure: COc1ccc(-c2cc3nc(N)cc(=O)n3[nH]2)cc1
  A: ·; B: ·; C: -0.6; D: 2.6; E: 14.3; F: -0.8; G: 6.8; H: -0.5; I: 8.7

structure: COc1ccc(OCc2nnc(SCC(=O)c3c(N)n(C)c(=O)n(C)c3=O)n2-c2ccccc2F)cc1
  A: ·; B: 10.5; C: 1.7; D: -2.1; E: 6.4; F: 0.7; G: 7.3; H: 2.3; I: -3.2

structure: CCN1CCN(c2nc(-c3ccccc3)c3ccccc3n2)CC1
  A: -24.5; B: 58.8*; C: 4.7; D: ·; E: -23.0; F: 0.0; G: 8.3; H: -0.3; I: 18.2

structure: Cc1ccc(NC(=O)Nc2ccc(F)cc2F)c(OC(F)F)c1
  A: 4.1; B: -6.0; C: 2.2; D: 1.4; E: 2.8; F: 0.8; G: 2.6; H: -1.1; I: -6.3

structure: O=C(O)c1ccc(/C=C2\SC(=S)N(NC(=O)c3ccccc3[N+](=O)[O-])C2=O)cc1
  A: 4.2; B: -12.6; C: 0.9; D: 1.9; E: -1.7; F: 0.8; G: 4.2; H: 1.9; I: 2.2

structure: COc1cc2c(cc1OC)C1CC(=O)C(CC(C)C)CN1CC2 (configuration not stated)
  A: 2.1; B: 20.9; C: 0.8; D: -1.2; E: -20.3; F: 0.8; G: -1.8; H: 48.2*; I: 4.6

structure: COc1ccc(CN2CCN(C(=O)CC(C)C)CC2)c(OC)c1OC
  A: -4.7; B: 1.3; C: 2.4; D: -3.3; E: 3.8; F: 0.3; G: 1.6; H: 0.4; I: -21.1

structure: CC(Sc1nnc(-c2ccccc2Br)n1-c1cccc(C(F)(F)F)c1)C(N)=O (configuration not stated)
  A: -8.6; B: -18.1; C: 3.2; D: -4.1; E: -13.7; F: 0.1; G: 0.9; H: 0.2; I: -4.4

structure: CCOc1ccc(NS(=O)(=O)c2ccc(-c3cc(C)no3)s2)cc1
  A: -13.6; B: ·; C: 14.2; D: -4.0; E: 1.4; F: 0.9; G: -0.6; H: 0.6; I: -9.0

structure: CCOC(=O)C(CC)n1cnc2c(oc3ccccc32)c1=O (configuration not stated)
  A: -6.7; B: -21.4; C: 1.5; D: 0.9; E: 14.2; F: 0.0; G: -10.6; H: 0.2; I: -0.2

structure: O=C(NC(NNc1ccc([N+](=O)[O-])cc1)(C(F)(F)F)C(F)(F)F)c1ccccc1Cl
  A: -10.0; B: ·; C: 13.0; D: -3.1; E: ·; F: -1.2; G: 11.5; H: ·; I: -37.6*

structure: CCOC(=O)c1c(-c2cccc([N+](=O)[O-])c2)csc1N
  A: -0.4; B: -14.5; C: 0.0; D: -2.5; E: -3.2; F: -0.6; G: 1.1; H: -1.3; I: 6.6

structure: O=C(NCCCN1CCCC1=O)C1CCN(S(=O)(=O)c2ccc(Cl)cc2)CC1
  A: -6.8; B: 17.8; C: 1.0; D: -1.6; E: 11.9; F: 1.4; G: -1.2; H: -0.1; I: 2.1

structure: O=C(Cc1c(O)c2ccccc2oc1=O)c1ccc(C(F)(F)F)cc1
  A: 2.7; B: 15.9; C: 7.0; D: 8.4; E: -10.1; F: 1.6; G: -3.9; H: 0.2; I: -6.8

structure: Cn1c(/C(C#N)=C/c2ccc(-c3ccc(S(N)(=O)=O)cc3)o2)nc2ccccc21
  A: ·; B: -4.6; C: 8.0; D: -7.0; E: -2.3; F: 3.0; G: -0.1; H: 3.1; I: 6.2

structure: Cn1c(Cl)nc2ccccc21
  A: 3.3; B: -4.9; C: 5.1; D: -3.0; E: 23.3; F: -0.2; G: -0.2; H: 0.4; I: 18.3

structure: CC1CCCC1/C(=N/O)c1ccccc1 (configuration not stated)
  A: 2.3; B: ·; C: 0.5; D: -3.6; E: -24.0; F: -0.4; G: -1.7; H: ·; I: 0.5

structure: CCCc1nc2sc3c(=O)[nH]cnc3c2c2c1CCCC2
  A: ·; B: -11.8; C: 1.2; D: -2.5; E: 13.3; F: 0.1; G: 9.8; H: 0.4; I: 7.9

structure: Cc1nn(-c2ccccc2)c2sc(C(=O)Nc3cccc(Cl)c3)cc12
  A: -5.6; B: ·; C: 8.6; D: -1.6; E: -4.0; F: 1.3; G: 9.9; H: 1.1; I: -12.6

structure: Cc1cc(C)n(Cc2ccc(C(=O)NN)o2)n1
  A: -5.1; B: -6.6; C: 0.0; D: 0.1; E: -1.7; F: -0.5; G: 0.5; H: 0.6; I: 11.3

structure: O=C(NCCc1ccccn1)c1cncc(Br)c1
  A: 1.1; B: -11.5; C: 2.6; D: -2.1; E: ·; F: -0.9; G: 7.8; H: -2.8; I: -21.4
